Source: PubChem (The Scripps Research Institute Molecular Screening Center)
OX1R antag-1: blocks the human orexin 1 receptor; CHO/OX1R cells, Fluo-8 calcium fluorescence, orexin A; inhibition, % at 5 µM; 0.43% of 330,000 active; AID 434989;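 active = inhibition above its plate's threshold, mean inhibition of all tested compounds on the plate plus 3 SD, cut at about 37% in these data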;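 also: 0% = orexin A challenge wells and 100% = SB-334867-A antagonist wells; not every result past the cut was called active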
Target sequence (O43613 whole entry, looked up): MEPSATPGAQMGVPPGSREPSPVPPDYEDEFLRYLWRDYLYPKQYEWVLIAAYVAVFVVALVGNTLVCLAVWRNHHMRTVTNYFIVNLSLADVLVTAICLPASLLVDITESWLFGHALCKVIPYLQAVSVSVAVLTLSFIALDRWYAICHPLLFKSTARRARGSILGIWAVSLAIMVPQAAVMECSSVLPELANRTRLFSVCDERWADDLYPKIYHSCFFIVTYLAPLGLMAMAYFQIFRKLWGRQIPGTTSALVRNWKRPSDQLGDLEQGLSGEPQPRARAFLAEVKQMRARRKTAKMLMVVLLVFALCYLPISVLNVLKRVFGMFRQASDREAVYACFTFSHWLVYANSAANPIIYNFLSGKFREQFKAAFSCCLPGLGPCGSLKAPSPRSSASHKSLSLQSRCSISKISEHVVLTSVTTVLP
OX1R antag-2: blocks the human orexin 1 receptor | OX1R-expressing cells, FRET antagonist read-out | inhibition, % at 6.6 µM | 1.8% of 330,000 active | AID 485270; in the data active = inhibition mostly above about 38%, no sharp cut-off; inactive = mostly below about 40%;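 also: 0% = agonist challenge alone and 100% = reference antagonist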
* marks the source's active call; other numbers are inactive results.

Value order: OX1R antag-1	OX1R antag-2
CC(=O)N1CCN(Cc2nc3scc(-c4ccccc4)c3c(=O)[nH]2)CC1
    -29	9
CCOc1ccc2nc(SCC(=O)N3c4ccccc4Sc4ccccc43)c(C#N)cc2c1
    -12	10
CC(=O)Nc1ccc2c(c1)C(=O)N(C1CCCCC1)C2=O
    -18	10
CC(=O)c1ccc(N2CCN(S(=O)(=O)c3csc(C(N)=O)c3)CC2)cc1
    -3	9
COc1ccccc1C(=O)Nc1nnc(-c2ccc(F)cc2)o1
    -40	15
Cc1nc(N)sc1-c1csc(NCc2ccccc2)n1
    -3	2
CS(=O)(=O)N1CCC(C(=O)O)CC1
    8	4
O=S(=O)(Nc1cccc(-c2cn3c(n2)SCC3)c1)c1ccccc1
    -1	21
COc1ccc(N2C(=O)C3CCCN3C2c2ccccc2F)cc1 (configuration not stated)
    -21	18
CCC1CCCCN1CCNC(=O)CNS(=O)(=O)c1ccc2nc(C)sc2c1 (configuration not stated)
    -7	5
COc1ccc(CC(NC(C)=O)C(=O)NC2CCN(S(=O)(=O)c3ccccc3)CC2)cc1OC (configuration not stated)
    -11	-5
COc1ccc(NC(=O)COC(=O)c2ccc(C)c(S(=O)(=O)N3CCCCC3)c2)cc1
    -15	3
CC(=O)Nc1cccc(-n2nnc(SCC(=O)Nc3ccc(F)c(Cl)c3)n2)c1
    -3	14
O=C(Cc1ccc(-n2c(=S)[nH]c3ccccc3c2=O)cc1)N1CCN(c2ccccc2)CC1
    -18	8
CCCCN(CCCC)CCCNC(=O)C1CC(c2cc(C(F)(F)F)cc(C(F)(F)F)c2)=NO1 (configuration not stated)
    -2	11
O=C(CN1CCN(S(=O)(=O)c2ccccc2)CC1)Nc1ccc2c(c1)OCO2
    -16	31
Cc1ccc2[nH]cc(CCCN3C(=O)c4ccccc4C3=O)c2c1
    -12	13
COc1cc(CNC(C)C23CC4CC(CC(C4)C2)C3)ccc1OCC(=O)NC(C)(C)C (configuration not stated)
    -29	13
Cc1cc(C)c2nc(N3CCC(C(=O)NCC4CCCO4)CC3)sc2c1 (configuration not stated)
    -20	11
CCOC(=O)/C(C#N)=C/c1cn(CCC(=O)O)nc1-c1cccc(Br)c1
    -11	16
CC(C)(C)OC(=O)CNC(=O)c1[nH]cnc1C(=O)N[C@@H](CCCCNC(=O)OC(C)(C)C)C(=O)OC(C)(C)C
    -35	1
C[C@H](CO)N1C[C@H](C)[C@@H](CN(C)C(=O)Nc2ccccc2)Oc2c(NC(=O)Nc3ccccc3)cccc2C1=O
    -16	0
Cc1cccc(NC(=O)/C=C/c2ccc(Cl)cc2)n1
    -32	25
N#C/C(=C\c1c(N2CCCCC2)nc2ccccn2c1=O)C(=O)NC1CCS(=O)(=O)C1 (configuration not stated)
    -2	61
CCOc1ccc(C(=O)CCC(=O)N2CCN(c3ccccc3O)CC2)cc1
    -44	7
COC(=O)C1CCN(C(c2cc(OC)c(OC)c(OC)c2)c2sc3nc(C)nn3c2O)CC1 (configuration not stated)
    7	4
CCn1c(SCC(=O)Nc2cc(C)on2)nnc1-c1cccc(C)c1
    -22	11
COc1ccccc1-c1cc(C(=O)NCc2cccs2)no1
    -19	10
Cc1ccc(S(=O)(=O)N(CCC(=O)O)Cc2ccc(Cl)cc2)cc1
    -1	17
CC(C)[C@H](CN(N=O)[C@@H](Cc1ccccc1)CN(C)N=O)N(CCc1ccccc1)N=O
    -27	27

Profiles as entered above:
Results for Cc1cccc(NC(=O)/C=C/c2ccc(Cl)cc2)n1 : OX1R antag-1 = -32; OX1R antag-2 = 25
Results for Cc1ccc(S(=O)(=O)N(CCC(=O)O)Cc2ccc(Cl)cc2)cc1 : OX1R antag-1 = -1; OX1R antag-2 = 17
Results for N#C/C(=C\c1c(N2CCCCC2)nc2ccccn2c1=O)C(=O)NC1CCS(=O)(=O)C1 (configuration not stated) : OX1R antag-1 = -2; OX1R antag-2 = 61

Sorted by heavy-atom count (high to low): part of the list above
Value order: OX1R antag-1	OX1R antag-2
O=C(CN1CCN(S(=O)(=O)c2ccccc2)CC1)Nc1ccc2c(c1)OCO2
    -16	31
CCOC(=O)/C(C#N)=C/c1cn(CCC(=O)O)nc1-c1cccc(Br)c1
    -11	16
Cc1cccc(NC(=O)/C=C/c2ccc(Cl)cc2)n1
    -32	25

Later entries
Value order: OX1R antag-1	OX1R antag-2
CCc1cc(C(=O)N2CCN(c3ccccn3)CC2)sc1C
    -22	11
O=C(c1ccco1)N1C2C=CC(C2)C1(C(F)(F)F)C(F)(F)F (configuration not stated)
    7	17
O=C1CSC(c2cccc([N+](=O)[O-])c2)N1c1ccc(O)cc1 (configuration not stated)
    -13	13
CCCCn1c(N)c(N(CC(C)C)C(=O)c2cc3c(s2)CCCCC3)c(=O)[nH]c1=O
    -14	13
Cc1ccc(N=Cc2cc(Br)cc(Cl)c2O)cc1
    -3	20
CC(=O)N1[C@H](C)C=C[C@]1(Cc1ccccc1)C(=O)NCc1cc(F)cc(C(F)(F)F)c1
    -8	27
COc1ccc(Nc2nnc(-c3ccc(C(=O)NCCO)cc3)c3ccccc23)cc1
    -10	25
CC(Oc1ccccc1)C(=O)N/N=C/c1ccccn1 (configuration not stated)
    -17	12
c1ccc(NNC2=NCCCCC2)cc1
    -19	15
CCOC(=O)N1CCN(C(=O)COC(=O)C2CCN(S(=O)(=O)c3c(C)c(C)cc(C)c3C)CC2)CC1
    -19	16
COc1ccc(C(=O)NC2CCN(S(=O)(=O)c3ccc(C)cc3)CC2)cc1
    -18	13
COc1ccccc1CC(=O)NNS(=O)(=O)c1cccc([N+](=O)[O-])c1
    -6	34
Cc1[nH]c2ccccc2c1C(=O)C(=O)N1CC(C)OC(C)C1 (configuration not stated)
    -4	22
COc1cc(/C=N/n2nnnc2N)ccc1OCC#N
    -10	11
CCCn1ccc2c(OCC(=O)Nc3ccc(NC(C)=O)cc3)cccc2c1=O
    -9	16
Cc1ccccc1-n1c(C)nnc1SCC(=O)N1CCc2ccccc2C1
    -12	24
C/C=C/c1ccc(OCC(=O)NCc2ccccc2OC)c(OC)c1
    -29	17
Cc1ccn(CC(=O)NC2CCCN(Cc3ccc(CC(C)C)cc3)C2)n1 (configuration not stated)
    -13	13
CCOC(=O)N1CCN(C(=O)C2CCCN(S(=O)(=O)c3cc(C)ccc3OC)C2)CC1 (configuration not stated)
    -45	11
CC(=O)Nc1ccc(NC(=O)C2CC(=O)N(c3cccc(Cl)c3)C2)cc1 (configuration not stated)
    -6	25
Cc1ccc(OCC(=O)Nc2ccc(NC(=O)c3ccccc3)cc2)cc1C
    -7	12
Nc1c(C(=O)NCc2ccc3c(c2)OCO3)nnn1Cc1ccc(Br)cc1
    -4	-16
CN(C(=O)CSc1nnc2ccccn12)c1c(N)n(Cc2ccccc2)c(=O)[nH]c1=O
    -5	5
O=C1CC(O)(C(F)(F)F)Oc2c1ccc1ccccc21 (configuration not stated)
    -4	35
CCOC(=O)C12CNC(=O)C(C(=O)OCC)(CNC1=O)C2
    -3	21
COc1cc(NC(=O)c2nn(C)c3c2CS(=O)(=O)c2ccccc2-3)cc(OC)c1
    -28	31
CC(=O)c1ccc(OCc2cc(C(=O)N3CCCCC3c3cccnc3)no2)cc1 (configuration not stated)
    -2	-2
O=c1[nH]c2ccccc2c(=O)n1Cc1ccco1
    -6	2
N#Cc1ccccc1OCC(=O)NNC(=O)CCC1CCCC1
    -6	3
Cc1cc(O)c(NC(=S)NC(=O)c2ccc(-c3ccc(Cl)cc3)o2)cc1C
    -9	17
O=C(O)CC(O)(CC(=O)O)C(=O)O
    2	7
O=S(=O)(c1cccc(NC(=S)N2CCN(c3cccc(Cl)c3)CC2)c1)C(F)F
    -2	21
CCc1ccc(-c2cc(C)no2)cc1S(=O)(=O)N1CC(=O)Nc2ccccc21
    2	24
Cc1cc(C)n2nc(SCC(=O)c3ccccc3)nc2n1
    -3	14
COc1ccc(/C=C/C(=O)NCC(=O)n2nc(C)cc2C)cc1
    -12	7
O=C(CCCCCCC(=O)Nc1ccccc1)NO
    -3	13
Cc1cccnc1NC(=O)NC(=O)c1ccc(C(C)(C)C)s1
    -22	18
CC(=O)Nc1cccc(OC(=O)c2ccoc2C)c1
    -9	11
O=C(NCCc1ccccc1)C(=O)NCC1OCCN1S(=O)(=O)c1ccc2c(c1)OCCO2 (configuration not stated)
    5	30
O=C1CCC(C(=O)N2CCN(c3ccccc3Cl)CC2)CN1CC1CCCCC1 (configuration not stated)
    -20	16
Cc1ccc(N2CC(C(=O)Nc3nnc(SCC(=O)NCC4CCCO4)s3)CC2=O)cc1C (configuration not stated)
    -1	8
CC1=C(c2ccc(C(C)C)cc2)S(=O)(=O)N=C1N1CCN(C(=O)c2ccco2)CC1
    -25	7
O=C(CSc1ccc(F)cc1)N1CCC(c2nc3ccccc3s2)CC1
    18	15
COc1ccc2cc1Oc1ccc(cc1)C[C@H]1c3cc(c(OC)cc3CCN1C)Oc1c(OC)c(OC)cc3c1[C@@H](C2)N(C)CC3
    -19	-2
Cc1cccc(C(=O)NCC(=O)NCCSc2ccc(Br)cc2)c1
    -25	7

Reformatted with each value named: entries from further up.
Cc1ccc(OCC(=O)Nc2ccc(NC(=O)c3ccccc3)cc2)cc1C
  OX1R antag-1 = -7
  OX1R antag-2 = 12

Nc1c(C(=O)NCc2ccc3c(c2)OCO3)nnn1Cc1ccc(Br)cc1
  OX1R antag-1 = -4
  OX1R antag-2 = -16

CN(C(=O)CSc1nnc2ccccn12)c1c(N)n(Cc2ccccc2)c(=O)[nH]c1=O
  OX1R antag-1 = -5
  OX1R antag-2 = 5

O=C1CC(O)(C(F)(F)F)Oc2c1ccc1ccccc21 (configuration not stated)
  OX1R antag-1 = -4
  OX1R antag-2 = 35

Going on with the list.
Value order: OX1R antag-1	OX1R antag-2
CCCCN(C)CCN1C(=O)C2C(C(=O)Nc3cccc(OC)c3)C3C=CC2(O3)C1C(=O)NC1CCCCC1C (configuration not stated)
    -29	16
COc1cccc(CN2CCNC(=O)C2CC(=O)N(C)C2CCOCC2)c1OC (configuration not stated)
    13	1
COc1ccc(NS(=O)(=O)c2ccc(OCC(=O)N3CCOCC3)cc2)cc1
    -4	1
Cc1ccn2cc(-c3cccc(NS(C)(=O)=O)c3)nc2c1
    -23	26
CCOC(=O)c1c(NC(=S)Nc2cccnc2)sc(C)c1C
    -23	17
O=C(Cn1cnc2scc(-c3ccc(F)cc3)c2c1=O)N1CCOCC1
    -14	-3
CCOc1ccc(NC(=O)CN(C)C(=O)C2CSC3(C)CCC(=O)N23)cc1OCC (configuration not stated)
    -21	7
CCN(CC)CCN1c2ccccc2Sc2ccc3ccccc3c21
    -15	4
COc1ccc([C@H]2CC(=O)C=C(c3ccc(OC(F)(F)F)cc3)C2)cc1OC
    -14	3
Cc1cc(Oc2ccc(-c3ccccc3)cc2)nc(N2CCOCC2)n1
    -21	15
O=C1CCCN1c1ccc(C(=O)N(Cc2nnc(-c3ccc(Cl)cc3)o2)C2CC2)cc1
    -30	27
COC(=O)c1ccc(C23CC4(C2)[C@H](CN(Cc2cccnc2)[C@@H]4c2ccccc2)C3c2ccc(Cl)nc2)cc1 (some centres not stated)
    -36	15
CN(C)c1ccc(C(C(=O)NC2CCCC2)N(C(=O)c2csnn2)C2CC2)cc1 (configuration not stated)
    12	-2
COc1ccccc1OCCC(=O)OCC(=O)c1[nH]c(C)c(C(C)=O)c1C
    -25	3
O=P1(O)C=C(c2ccccc2)OC(c2ccccc2)=C1
    -4	19
CC(=O)Nc1ccc(-c2csc(NCc3ccco3)n2)cc1
    -11	17
COc1ccccc1/C=C/C=N/n1c(-c2ccc(F)cc2)n[nH]c1=S
    -30	15
CCn1c(SCC(=O)Nc2ccccc2)nnc1-c1cccs1
    -21	13
CCNC(=S)N/N=C(\C)c1cccc(OC)c1
    -10	14
S=C(N/N=C/c1ccc(Br)cc1)N1CCCCC1
    -3	29
Cc1ccc(C2(CC(=O)Nc3nccs3)CCOC(C(C)C)C2)cc1 (configuration not stated)
    -29	15
CC(=O)n1cc(N(C(=O)CCl)c2ccc([N+](=O)[O-])cc2)c2ccccc21
    6	20
CC1(C)Oc2ccc3ccc(=O)oc3c2/C(=C/Nc2ccccn2)C1=O
    -23	2
COc1ccc(NC(=O)C2CC(c3ccc(Cl)cc3)=NO2)cc1OC (configuration not stated)
    -20	36
CCCCn1c(=O)[nH]c(=O)c2c1nc(-c1cccc(OC)c1)n2C
    -20	0
O=C(Nc1ccc2c(c1)CCC2)c1ccc(F)c(S(=O)(=O)N2CCOCC2)c1
    -16	7
COc1ccccc1C(=O)OC(C)CN1CCN(C)CC1 (configuration not stated)
    -10	-6
Cc1cc2nc(-c3ccc4c(c3)CCC4)ccn2n1
    -23	26
O=C(NCCC1=CCCCC1)C(=O)NCCc1ccc(Cl)cc1
    -10	11
C=CCn1c(SCC(=O)N2N=C(c3ccco3)CC2c2ccco2)nnc1-c1ccncc1 (configuration not stated)
    -2	10
COc1ccc(C2c3c(ncn(CCCO)c3=N)Oc3ccc4ccccc4c32)cc1 (configuration not stated)
    -35	5
CCOC(=O)N1C2=NC(C(=O)OC)=C(C(=O)OC)[C@@H]3N(Cc4ccccc4)c4ccccc4[C@]23C[C@H]1C(=O)OC
    -24	8
Cc1nnc(NC(=O)c2cccc(S(=O)(=O)N(C)c3cccc(Cl)c3)c2)s1
    -6	8
